Source: PubChem BioAssay (several laboratories)
PKA-R1A act – activates the PKA-R1A holoenzyme complex. PKA-R1A dissociation, Cy5-IP20 fluorescence polarization; scaled: DMSO 0%, 113 µM cGMP 100%. activation, % at 11.4 µM. AID 504707. 0.083% of 340,000 active;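 active means percent activation above the mean of all tested compounds plus 3 SD, cut at about 19% in these data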;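 further: higher means more PKAc released from R1A so a rise in polarization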
DSG3 Ab inh – blocks pemphigus antibody binding to human desmoglein-3. DSG3-coupled beads, scFv-anti-DSG3-GFP binding, flow cytometry; hits give low values. 0.48% of 310,000 active. binding (percent of control), % at 10 µM. P32926. AID 588358;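 active means binding more than 3 SD below its plate's average and above zero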;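 further: hits lower antibody fragment binding to DSG3; some compounds called inactive have numbers as strong as hits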
Target sequence (P32926 whole entry, looked up, the tested form may be a part): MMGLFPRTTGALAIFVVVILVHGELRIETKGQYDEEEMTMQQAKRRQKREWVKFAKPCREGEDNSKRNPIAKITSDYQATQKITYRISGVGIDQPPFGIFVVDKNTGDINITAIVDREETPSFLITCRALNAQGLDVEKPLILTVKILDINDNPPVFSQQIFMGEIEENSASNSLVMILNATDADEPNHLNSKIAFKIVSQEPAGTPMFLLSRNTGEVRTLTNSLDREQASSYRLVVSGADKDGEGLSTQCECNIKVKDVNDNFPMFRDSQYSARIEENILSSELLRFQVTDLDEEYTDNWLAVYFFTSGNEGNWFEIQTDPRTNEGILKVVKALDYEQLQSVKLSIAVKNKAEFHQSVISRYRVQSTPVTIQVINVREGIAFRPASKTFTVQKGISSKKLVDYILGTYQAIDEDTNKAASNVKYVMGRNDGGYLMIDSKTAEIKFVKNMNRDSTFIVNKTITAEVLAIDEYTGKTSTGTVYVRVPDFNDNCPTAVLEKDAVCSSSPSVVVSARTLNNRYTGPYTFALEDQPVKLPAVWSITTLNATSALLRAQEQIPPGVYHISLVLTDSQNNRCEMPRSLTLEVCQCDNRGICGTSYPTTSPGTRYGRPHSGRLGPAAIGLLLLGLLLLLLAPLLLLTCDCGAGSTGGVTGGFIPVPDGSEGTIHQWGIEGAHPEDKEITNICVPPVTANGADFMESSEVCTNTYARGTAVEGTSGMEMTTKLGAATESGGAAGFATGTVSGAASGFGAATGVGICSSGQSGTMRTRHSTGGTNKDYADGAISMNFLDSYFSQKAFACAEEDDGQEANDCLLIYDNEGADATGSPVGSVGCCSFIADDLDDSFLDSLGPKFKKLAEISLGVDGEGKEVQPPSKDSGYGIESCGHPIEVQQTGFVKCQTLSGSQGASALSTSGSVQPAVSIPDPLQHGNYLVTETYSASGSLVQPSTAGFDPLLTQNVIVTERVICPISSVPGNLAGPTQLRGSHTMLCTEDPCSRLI
HTR5A ag – counter-screen for OPRM1-OPRD1 agonists: human HTR5A agonism; HTR5A agonist assay, luminescence, cell-based; activation, % at 9.3 µM; 0.61% of 340,000 active; AID 504692; in the data active means activation mostly above about 9.5%, no sharp cut-off; inactive means mostly below about 7.6%;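 further: 0% = cells with vehicle only and 100% = reference agonist; strong numbers were not always called active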
E coli growth – bacterial growth inhibition, counter-screen for AddAB inhibitors; E. coli V3065 growth, OD600 absorbance, 18 h; inhibition, % at 11.9 µM; 0.27% of 330,000 active;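 active means inhibition above the campaign's mean inhibition across all tested compounds plus 3 SD, cut at about 9.9% in these data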;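 further: uninfected addAB+ strain grown without phage in ampicillin broth; 0% = DMSO wells and 100% = ciprofloxacin 0.95 µg/ml wells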
PfHsp90 set2 – reduces growth (ATP signal) of yeast expressing P. falciparum Hsp90 | S. cerevisiae expressing PfHsp90, BacTiter-Glo ATP, 48 h; yeast lacking PDR1 and PDR3 efflux regulators | inhibition, % at 9.4 µM | 0.32% of 310,000 active | AID 504621;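 active means every replicate shows inhibition above about 80%, whatever the replicate mean, limit read from the data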;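 further: 0% = DMSO neutral controls and 100% = 20 µM radicicol positive controls; yeast relying on Plasmodium falciparum Hsp90 in place of its own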
SUMO Mot1 rescue – inhibitors of SUMOylation pathway: yeast Mot1-301 growth rescue; S. cerevisiae Mot1-301 growth rescue, ATP luminescence, 38.5C; percent above DMSO median, 100 means doubled; growth rescue, % at 18.8 µM; 1% of 320,000 active; AID 2716;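 active means every valid replicate shows activation above 250% relative to neutral control wells; inactive means the rest, any valid replicate at or below 250%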;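 further: OY570 slx delta 5 strain wells were the positive control but not used for scaling; some compounds called inactive have numbers as strong as hits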
phage Ecoli inh – E. coli growth loss with phage present; growth absorbance; inhibition, % at 11.9 µM; 0.26% of 360,000 active; in the data active means inhibition above about 11%
HTR5A inv ag – HTR5A inverse agonism, opioid heterodimer counter-screen | 0.083% of 340,000 active | HTR5A cell line, luminescence | AID 504634 | inhibition, % at 9.3 µM; in the data active means inhibition mostly above about 23%, no sharp cut-off; inactive means mostly below about 18%;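 further: 0% = cells with DMSO and 100% = no-cell wells with DMSO; some compounds called inactive have numbers as strong as hits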
OPRM1-OPRD1 inv – mu-delta opioid heterodimer inverse agonism | P35372+P41143 | 0.21% of 340,000 active | AID 504357 | cell-based MOR-DOR heterodimer luminescence | inhibition, % at 9.3 µM; in the data active means inhibition above about 22%, passing the limit was not always enough;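 further: 0% = cells with DMSO and 100% = wells without cells with DMSO; values of inactives mirror those of a sister screen read the other way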
AddAB inh – less growth of phage-infected E. coli with AddAB. E. coli expressing H. pylori AddAB, absorbance growth. AID 435030. inhibition, % at 11.9 µM. 0.29% of 330,000 active; in the data active means inhibition above about 12%;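 further: 0% = vehicle wells of infected cells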
OPRM1-OPRD1 ag – OPRM1-OPRD1 heterodimerization agonism; P35372+P41143; cells, luminescence; activation, % at 9.3 µM; 0.3% of 340,000 active; in the data active means activation above about 18%;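 further: 0% = vehicle-treated cells and 100% = reference agonist; values of inactives mirror those of a sister screen read the other way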
The depositor's hits bear a star.

How did Cc1ccc(OCC(=O)NCCc2nc3ccccc3[nH]2)c(C)c1 do in these assays?
PKA-R1A act: -4; DSG3 Ab inh: 103; HTR5A ag: 7; E coli growth: -1.3; PfHsp90 set2: -4; SUMO Mot1 rescue: 3; phage Ecoli inh: 4.4; HTR5A inv ag: 1; OPRM1-OPRD1 inv: 16; AddAB inh: 1.9; OPRM1-OPRD1 ag: -3.3

What do the screens show for `N#CC1=C(N)Oc2n[nH]c(-c3ccc(F)cc3)c2C1c1cccnc1` (stereo unspecified)?
PKA-R1A act: 4; DSG3 Ab inh: 98; HTR5A ag: 4; PfHsp90 set2: -5; phage Ecoli inh: 3.3; HTR5A inv ag: 2; OPRM1-OPRD1 inv: 11; OPRM1-OPRD1 ag: -1.9

What do the screens show for `C=CCN(C(=O)Nc1ccc(OC)cc1)c1nnc(-c2ccncc2)s1`?
PKA-R1A act: -7; DSG3 Ab inh: 111; HTR5A ag: 2; E coli growth: 0.1; PfHsp90 set2: 6; SUMO Mot1 rescue: 4; phage Ecoli inh: -1.7; HTR5A inv ag: -9; OPRM1-OPRD1 inv: 14; AddAB inh: 2.4; OPRM1-OPRD1 ag: -2.9

What do the screens show for `CCN(CC)CCNC(=O)c1c(O)c2c([nH]c1=O)CCCC2`?
PKA-R1A act: 8; DSG3 Ab inh: 83; HTR5A ag: 0; E coli growth: 0.6; PfHsp90 set2: -35; SUMO Mot1 rescue: -4; phage Ecoli inh: 0.3; HTR5A inv ag: -1; OPRM1-OPRD1 inv: -8; AddAB inh: 1.1; OPRM1-OPRD1 ag: 1.3

Results for COc1ccc(C/C(C)=N\NC(=O)c2cn(C)c3ccccc23)cc1OC ?
PKA-R1A act: -3; DSG3 Ab inh: 111; HTR5A ag: -3; E coli growth: 4.5; PfHsp90 set2: -2; SUMO Mot1 rescue: 316; phage Ecoli inh: 2.8; HTR5A inv ag: -1; OPRM1-OPRD1 inv: 13; AddAB inh: 3.2; OPRM1-OPRD1 ag: -2.6

Results for O=C(c1ccco1)N1C2C=CC(C2)C1(C(F)(F)F)C(F)(F)F (stereo unspecified) ?
PKA-R1A act: -3; DSG3 Ab inh: 104; HTR5A ag: -1; E coli growth: 2.2; PfHsp90 set2: 6; SUMO Mot1 rescue: -21; phage Ecoli inh: 1.8; HTR5A inv ag: 4; OPRM1-OPRD1 inv: 7; AddAB inh: 5.0; OPRM1-OPRD1 ag: -1.3

Results for COC(C(=O)N1CCC(CCC(=O)Nc2ccccc2)CC1)c1ccccc1 (stereo unspecified) ?
PKA-R1A act: -1; DSG3 Ab inh: 109; HTR5A ag: 3; E coli growth: -1.4; PfHsp90 set2: -11; SUMO Mot1 rescue: -10; phage Ecoli inh: -1.2; HTR5A inv ag: 27; OPRM1-OPRD1 inv: 18; AddAB inh: -2.6; OPRM1-OPRD1 ag: -5.5

Results for CC(=O)Nc1nc2cc3c(cc2s1)OCO3 ?
PKA-R1A act: 3; DSG3 Ab inh: 101; HTR5A ag: -3; E coli growth: -2.0; PfHsp90 set2: -8; SUMO Mot1 rescue: 31; phage Ecoli inh: -0.2; HTR5A inv ag: -30; OPRM1-OPRD1 inv: 4; AddAB inh: 1.5; OPRM1-OPRD1 ag: -0.6

Results for CCCn1c(SCCN2C(=O)c3ccccc3C2=O)n[nH]c1=O ?
PKA-R1A act: 4; DSG3 Ab inh: 96; HTR5A ag: 1; E coli growth: 1.3; PfHsp90 set2: 23; SUMO Mot1 rescue: 4; phage Ecoli inh: 0.6; HTR5A inv ag: -35; OPRM1-OPRD1 inv: 15; AddAB inh: 0.8; OPRM1-OPRD1 ag: -2.6

Results for COc1ccc(-c2cc(C(=O)N(C)CC(=O)Nc3ccccc3C(F)(F)F)c3ccccc3n2)cc1OC ?
PKA-R1A act: 1; HTR5A ag: 6; PfHsp90 set2: -11; phage Ecoli inh: 0.2; HTR5A inv ag: -16; OPRM1-OPRD1 inv: -18; OPRM1-OPRD1 ag: 4.5

What do the screens show for `O=C(/C=C/c1ccc(S(=O)(=O)N2CCOCC2)cc1)N1CCCCC1`?
PKA-R1A act: 0; DSG3 Ab inh: 101; HTR5A ag: 4; PfHsp90 set2: 5; phage Ecoli inh: 2.2; HTR5A inv ag: -12; OPRM1-OPRD1 inv: 0; OPRM1-OPRD1 ag: -0.1

How did S=C(NN=C1C2CC3CC(C2)CC1C3)Nc1ccccc1 do in these assays?
PKA-R1A act: -1; DSG3 Ab inh: 108; HTR5A ag: 3; E coli growth: 0.7; PfHsp90 set2: 0; SUMO Mot1 rescue: 2; phage Ecoli inh: -0.6; HTR5A inv ag: 22; OPRM1-OPRD1 inv: -26; AddAB inh: -0.8; OPRM1-OPRD1 ag: 5.2

Results for COc1ccc(S(=O)(=O)CCC(=O)N(C)c2ccc(OC)cc2OC)cc1 ?
PKA-R1A act: -7; DSG3 Ab inh: 100; HTR5A ag: 0; E coli growth: 1.5; PfHsp90 set2: -29; SUMO Mot1 rescue: 0; phage Ecoli inh: 0.8; HTR5A inv ag: 9; OPRM1-OPRD1 inv: 2; AddAB inh: -1.2; OPRM1-OPRD1 ag: -0.3

How did O=C(CN(C(=O)CCC(=O)Nc1ccccn1)c1ccc2c(c1)OCO2)NCc1ccc(F)cc1 do in these assays?
PKA-R1A act: 5; DSG3 Ab inh: 116; HTR5A ag: 0; E coli growth: -1.1; PfHsp90 set2: 5; SUMO Mot1 rescue: -1; phage Ecoli inh: 1.2; HTR5A inv ag: -1; OPRM1-OPRD1 inv: -10; AddAB inh: 1.4; OPRM1-OPRD1 ag: 1.2

How did CCc1ccc(NC(=O)C2CCCCC2C(=O)O)cc1 (stereo unspecified) do in these assays?
PKA-R1A act: 3; DSG3 Ab inh: 120; HTR5A ag: 1; E coli growth: -1.2; PfHsp90 set2: -50; SUMO Mot1 rescue: 4; phage Ecoli inh: 0.7; HTR5A inv ag: 23; OPRM1-OPRD1 inv: 4; AddAB inh: 0.6; OPRM1-OPRD1 ag: -0.7

Results for CCN(CC)c1nc2ccccc2[nH]1 ?
PKA-R1A act: 3; HTR5A ag: 1; E coli growth: -2.2; PfHsp90 set2: 8; SUMO Mot1 rescue: 24; phage Ecoli inh: 3.3; HTR5A inv ag: -3; OPRM1-OPRD1 inv: 1; AddAB inh: -0.1; OPRM1-OPRD1 ag: -0.1

How did COc1ccc(NC(=S)N2CCN(c3ncccn3)CC2)c(OC)c1 do in these assays?
PKA-R1A act: 4; HTR5A ag: 6; E coli growth: 1.5; PfHsp90 set2: -3; SUMO Mot1 rescue: 9; phage Ecoli inh: 1.7; HTR5A inv ag: -14; OPRM1-OPRD1 inv: 18; AddAB inh: 3.5; OPRM1-OPRD1 ag: -3.5

How did COCc1cc(=O)[nH]c(/N=C(\N)Nc2cccc(C)c2)n1 do in these assays?
PKA-R1A act: -9; HTR5A ag: 0; E coli growth: 0.5; SUMO Mot1 rescue: 171; phage Ecoli inh: 4.0; HTR5A inv ag: 0; OPRM1-OPRD1 inv: 15; AddAB inh: 0.8; OPRM1-OPRD1 ag: -3.0

How did COC(=O)c1cccc(NC(=S)NC(C)C)c1 do in these assays?
PKA-R1A act: 3; DSG3 Ab inh: 107; HTR5A ag: -2; E coli growth: 1.8; PfHsp90 set2: -6; phage Ecoli inh: 1.5; HTR5A inv ag: -14; OPRM1-OPRD1 inv: 3; AddAB inh: 0.3; OPRM1-OPRD1 ag: -0.6

Results for CCOC(=O)c1c(-c2ccc(OC)cc2)csc1NC(=O)C1CCCO1 (stereo unspecified) ?
PKA-R1A act: -6; DSG3 Ab inh: 82; HTR5A ag: 0; E coli growth: 1.1; PfHsp90 set2: -20; SUMO Mot1 rescue: 48; phage Ecoli inh: 0.5; HTR5A inv ag: 11; OPRM1-OPRD1 inv: -22; AddAB inh: 0.0; OPRM1-OPRD1 ag: 3.5

Results for COC(=O)c1ccc(N(C(=O)CNC(=O)c2ccco2)C(C(=O)NCC2CCCO2)c2ccc(OC)c(OC)c2)cc1 (stereo unspecified) ?
PKA-R1A act: 1; DSG3 Ab inh: 88; HTR5A ag: 4; E coli growth: 1.1; PfHsp90 set2: -54; SUMO Mot1 rescue: 3; phage Ecoli inh: 2.4; HTR5A inv ag: -12; OPRM1-OPRD1 inv: 3; AddAB inh: 3.6; OPRM1-OPRD1 ag: -0.5

How did CC12C(=O)N(n3cnnc3)C(=O)C1C1C=CC2C1 (stereo unspecified) do in these assays?
PKA-R1A act: -12; DSG3 Ab inh: 96; HTR5A ag: 0; E coli growth: 1.5; SUMO Mot1 rescue: -9; phage Ecoli inh: 3.4; HTR5A inv ag: -15; OPRM1-OPRD1 inv: 7; AddAB inh: -0.3; OPRM1-OPRD1 ag: -1.3

Results for COc1ccc(Nc2ncccc2C(=O)O)cc1 ?
PKA-R1A act: -12; DSG3 Ab inh: 96; HTR5A ag: -1; E coli growth: -0.2; SUMO Mot1 rescue: -9; phage Ecoli inh: 0.9; HTR5A inv ag: -27; OPRM1-OPRD1 inv: 18; AddAB inh: 1.4; OPRM1-OPRD1 ag: -3.5

How did C/C(=N\NC(=O)CSCc1ccccc1Br)c1cccc([N+](=O)[O-])c1 do in these assays?
PKA-R1A act: -1; DSG3 Ab inh: 112; HTR5A ag: -1; E coli growth: 2.4; PfHsp90 set2: 13; SUMO Mot1 rescue: 0; phage Ecoli inh: 4.1; HTR5A inv ag: -7; OPRM1-OPRD1 inv: 6; AddAB inh: 1.0; OPRM1-OPRD1 ag: -1.1

How did COc1ccc(NC(=O)C(C)N2C(=O)c3ccccc3S2(=O)=O)c(OC)c1 (stereo unspecified) do in these assays?
PKA-R1A act: -4; DSG3 Ab inh: 101; HTR5A ag: 5; E coli growth: 1.1; PfHsp90 set2: 26; SUMO Mot1 rescue: 30; phage Ecoli inh: 4.5; HTR5A inv ag: -15; OPRM1-OPRD1 inv: 2; AddAB inh: 3.7; OPRM1-OPRD1 ag: -0.3

How did CCNC(=O)c1ccccc1-c1nc(-c2ccccc2)no1 do in these assays?
PKA-R1A act: 5; DSG3 Ab inh: 113; HTR5A ag: 2; E coli growth: -0.2; PfHsp90 set2: 0; SUMO Mot1 rescue: 8; phage Ecoli inh: 3.2; HTR5A inv ag: 9; OPRM1-OPRD1 inv: 16; AddAB inh: 2.0; OPRM1-OPRD1 ag: -3.2

How did COCC1CCN(C(=O)c2cc(COc3ccc(C)c(C)c3)on2)C1 (stereo unspecified) do in these assays?
PKA-R1A act: -4; DSG3 Ab inh: 116; HTR5A ag: 8; PfHsp90 set2: 11; SUMO Mot1 rescue: 14; phage Ecoli inh: 2.8; HTR5A inv ag: -19; OPRM1-OPRD1 inv: 21; OPRM1-OPRD1 ag: -4.0

Fetched one by one from the list above:
How did CCNC(=O)c1ccccc1-c1nc(-c2ccccc2)no1 do in these assays?
PKA-R1A act: 5; DSG3 Ab inh: 113; HTR5A ag: 2; E coli growth: -0.2; PfHsp90 set2: 0; SUMO Mot1 rescue: 8; phage Ecoli inh: 3.2; HTR5A inv ag: 9; OPRM1-OPRD1 inv: 16; AddAB inh: 2.0; OPRM1-OPRD1 ag: -3.2

Results for CCN(CC)c1nc2ccccc2[nH]1 ?
PKA-R1A act: 3; HTR5A ag: 1; E coli growth: -2.2; PfHsp90 set2: 8; SUMO Mot1 rescue: 24; phage Ecoli inh: 3.3; HTR5A inv ag: -3; OPRM1-OPRD1 inv: 1; AddAB inh: -0.1; OPRM1-OPRD1 ag: -0.1
